Screening results: PubChem, several laboratories
Rin1-Abl PPI inh: inhibitors of Rin1-Abl protein binding, primary screen, biochemical, TR-FRET; Tyrosine-protein kinase ABL1 (Homo sapiens) + Ras and Rab interactor 1 (Homo sapiens), …; inhibition, % at 7.35 µM; 360,000 compounds, 0.4% hits; AID 588664, 2011; in the data active = inhibition above about 5%, passing the limit was not always enough
bovine MsrA act: bovine MsrA enzyme activators, primary screen, biochemical, absorbance, HTS; purified bovine MsrA, absorbance read-out; AID 602163, 2012; 360,000 compounds, 0.3% hits; activation, % at 10.6 µM; Methionine sulfoxide reductase A (Bos taurus); in the data active = activation above about 7.5%;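 note: 0% = vehicle and 100% = reference activator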
MT1-MMP act inh: blockers of MT1-MMP proenzyme processing, primary screen, HT1080 RFP-PRO-GFP cells, GFP/RFP fluorescence; GFP/RFP ratio fluorescence, overnight; percent of plate control window, DMSO zero; 360,000 compounds, 0.061% hits; Matrix metalloproteinase-14 (Homo sapiens), P50281; GFP/RFP ratio change, % at 20 µM;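 active = GFP/RFP ratio change of at least 30% with cell ATP level not reduced by more than half and red fluorescence within 50% of control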; note: strong numbers were not always called active
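Material – HT1080 RFP-PRO-GFP cells · Control set – DMSO wells and RFP-L50D-GFP cells · Incubation – overnight cell settling, then overnight compound exposure, 37 °C, 5% CO2 · Compound dosing – single-point 20 µM compound, 1% DMSO · Read-out – GFP/RFP fluorescence ratio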
E coli Lon inh: inhibitors of E. coli Lon protease, primary screen, biochemical, fluorescence polarization | AID 602123, 2011 | purified E. coli Lon protease | inhibition, % at 7.94 µM | P0A9M0 | 360,000 compounds, 0.42% hits; in the data active = inhibition above about 13%, passing the limit was not always enough;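 note: 0% = enzyme with probe and DMSO and 100% = no enzyme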
Target sequence (P0A9M0 whole entry, looked up): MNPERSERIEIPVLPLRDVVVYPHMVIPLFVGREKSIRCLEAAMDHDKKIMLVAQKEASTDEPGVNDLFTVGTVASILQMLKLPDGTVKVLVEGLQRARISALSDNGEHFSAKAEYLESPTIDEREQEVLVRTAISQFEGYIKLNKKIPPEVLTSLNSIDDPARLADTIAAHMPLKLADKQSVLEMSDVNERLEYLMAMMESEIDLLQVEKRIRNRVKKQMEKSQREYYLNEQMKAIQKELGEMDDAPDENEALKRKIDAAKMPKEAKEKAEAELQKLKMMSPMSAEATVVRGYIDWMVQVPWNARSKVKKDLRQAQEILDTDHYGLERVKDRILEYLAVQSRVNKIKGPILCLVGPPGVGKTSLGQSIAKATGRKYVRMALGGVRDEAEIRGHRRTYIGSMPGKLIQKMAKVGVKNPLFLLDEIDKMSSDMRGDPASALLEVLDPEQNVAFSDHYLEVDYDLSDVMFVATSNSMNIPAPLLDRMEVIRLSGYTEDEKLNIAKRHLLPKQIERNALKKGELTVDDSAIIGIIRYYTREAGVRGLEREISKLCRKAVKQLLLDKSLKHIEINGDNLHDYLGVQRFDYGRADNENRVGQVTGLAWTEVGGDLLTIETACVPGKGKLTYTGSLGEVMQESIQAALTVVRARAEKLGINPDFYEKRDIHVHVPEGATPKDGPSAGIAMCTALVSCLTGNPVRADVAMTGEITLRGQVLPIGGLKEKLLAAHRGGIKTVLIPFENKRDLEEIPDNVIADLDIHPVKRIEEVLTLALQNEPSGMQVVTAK
MsrA inhibitor: bovine MsrA enzyme inhibitors, primary screen, biochemical, absorbance, HTS; 360,000 compounds, 0.75% hits; inhibition, % at 15.5 µM; Methionine sulfoxide reductase A (Bos taurus); purified bovine MsrA, absorbance read-out; in the data active = inhibition above about 4.5%;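 note: 0% = vehicle wells with enzyme and 100% = reference inhibitor wells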
FAS-TE inh: FAS thioesterase domain inhibitors, primary screen, biochemical, fluorescence intensity, uHTS | Fatty acid synthase (Homo sapiens), P49327 | recombinant FAS-TE, OMFH fluorogenic substrate, fluorescence endpoint | inhibition, % at 15 µM | 360,000 compounds, 0.67% hits | AID 602261, 2012;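 active = compounds whose normalised, plate-corrected inhibition of enzyme fluorescence in the single-dose primary screen is 50% or more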;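 note: 0% = DMSO with enzyme and 100% = substrate without enzyme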
Neddyl block: inhibitors of cullin neddylation, primary screen, biochemical, TR-FRET, uHTS, NAE and Ubc12 | AID 651699, 2012 | calls only at 25 µM | 360,000 compounds, 0.58% hits; in the data active = inhibition above about 36%
SKN-1 block: suppressors of acrylamide-induced Pgst-4::GFP reporter in worms, primary screen, SKN-1 inhibitor project, whole organism, uHTS, GFP/RFP fluorescence ratio, strain VP596; C. elegans VP596 Pgst-4::GFP/RFP ratio, 24 h; inhibition, % at 21.8 µM; 360,000 compounds, 0.49% hits; AID 624304, 2012;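 active = interference check ratio from 0.5 to 1.5 plus GFP to RFP signal ratio inhibition reaching or exceeding a fixed threshold, cut at about 30% in these data, passing the limit was not always enough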; note: some compounds called inactive have numbers as strong as hits
CendR NRP1 mod: modulators of CendR peptide binding to NRP-1, primary screen, biochemical, fluorescence polarization, uHTS; inhibition, % at 25 µM; FAM-RPARPAR peptide binding to NRP-1; Neuropilin-1 (Homo sapiens), O14786; 360,000 compounds, 0.85% hits;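 active = inhibition or corrected inhibition above about 18%, plus a signal ratio from 0.5 to 1.5, limit read from the data, passing the limit was not always enough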; note: strong numbers were not always called active
Active calls of the source: *; i = inactive; / = not tested or not shown; + = active, no number.

SMILES | Rin1-Abl PPI inh | bovine MsrA act | MT1-MMP act inh | E coli Lon inh | MsrA inhibitor | FAS-TE inh | Neddyl block | SKN-1 block | CendR NRP1 mod
COc1ccc(Oc2ccccc2/C=N/O)cc1 | 3 | -4 | -6 | -9 | 1.8 | -3 | i | -10 | 0
CSc1cccc(NC(=O)c2cccc3cccnc23)c1 | 0 | -5 | -3 | -7 | 0.6 | 21 | i | 65* | 10
COc1cc(C2C(C#N)=C(C)NC3=C2C(=O)CC(C)(C)C3)cc(OC)c1O (centres undefined) | -1 | -10 | 1 | -1 | 1.4 | -5 | i | 0 | 0
C=C1c2cc3c(cc2NC(=S)N1Cc1ccccc1)OCO3 | -1 | -5 | -3 | -6 | 3.2 | 18 | i | 10 | 3
COc1ccc(C(=O)NCCS(=O)(=O)N2CCc3ccccc3C2)cc1OC | 1 | -2 | -1 | -16 | 0.2 | -6 | i | -3 | -8
Nc1nonc1-n1nnc(C(=O)N/N=C/c2ccc(Br)cc2)c1-c1ccc2c(c1)OCO2 | -1 | 2 | 1 | -2 | 3.5 | 9 | i | -14 | 11
CCN(CC)c1ccc(NC(=O)C2CCCN(S(=O)(=O)c3cnc[nH]3)C2)c(C)c1 (centres undefined) | -1 | -4 | -1 | -5 | 0.7 | -8 | i | 19 | -17
CCCCn1nc(C(=O)N(C)Cc2nc3ccccc3c(=O)[nH]2)c2ccccc2c1=O | 0 | 1 | -2 | -2 | -0.7 | -5 | i | 7 | -8
Cc1cccc(C)c1N(CC(=O)N/N=C/c1cc(Br)c(C)o1)S(C)(=O)=O | 1 | -9 | -1 | -11 | 1.9 | 0 | i | -3 | -1
CCOc1ccc(C(C)=O)cc1CN1C(=O)NC2(CCCCCCC2)C1=O | -1 | -3 | 2 | 1 | 0.9 | 3 | i | -4 | 5
N#Cc1ccccc1S(=O)(=O)N1CCN(C(=O)c2cccc(S(=O)(=O)N3CCCC3)c2)CC1 | 0 | -3 | -2 | -4 | 0.2 | -2 | i | -2 | -6
COc1cc(C=CC(=O)OCC=Cc2ccc3c(c2)OCO3)cc(OC)c1OC | 0 | -12 | -5 | -4 | 0.3 | 28 | i | -4 | 10
CCn1c(SCC(N)=O)nc2c(c1=O)C1(CCCC1)Cc1ccccc1-2 | -2 | -4 | 5 | 5 | 1.8 | 6 | i | -1 | 6
COC(=O)c1ccc(NC(=O)Cn2nc(-c3ccncc3)nc2SCC(=O)Nc2nccs2)cc1 | 0 | 2 | -3 | 2 | 2.3 | -7 | i | -1 | -35
Cc1cc(-c2csc(NC(=O)c3ccc(=O)n(C)n3)n2)c(C)n1CC1CCCO1 (centres undefined) | 6 | 0 | 0 | -3 | / | -8 | i | 39* | 1
Cc1cccn2c(=O)c3cc(C#N)c(=N)n(Cc4cccnc4)c3nc12 | -2 | -11 | 0 | -1 | -0.8 | -13 | i | 14 | 6
COc1cc(CN(C)C(=O)C2CCN(S(=O)(=O)c3cccs3)CC2)ccc1OC(F)F | 5 | -7 | 3 | 0 | -0.8 | 12 | i | -16 | 6
CC(C)N1C(=O)S/C(=C/c2cccnc2)C1=O | -3 | -2 | 1 | -3 | 2.8 | -8 | i | -20 | 0
Cc1ccc(C2C=C(c3ccccc3)Nc3nc(N4C(=O)CCC4=O)nn32)cc1 (centres undefined) | 7 | -7 | -38 | 9 | 3.6 | -2 | / | 10 | 21
COc1cc(CNCCc2ccc(S(N)(=O)=O)cc2)ccc1OCc1ccc(Cl)cc1 | 5 | -1 | 2 | -4 | -0.3 | -5 | i | 1 | 8
CCN(CC)C(=O)[C@H]1C[C@H](CC(=O)NCc2ccc(OC)c(OC)c2)C(=O)N2CCc3c([nH]c4cc(CCC(=O)N(C)C)ccc34)[C@]12C | -1 | 0 | -1 | 0 | 0.1 | -14 | i | 16 | 0
COc1cc(/C=C/CNC[C@H]2O[C@@H](n3cnc4c(N)ncnc43)[C@H](O)[C@@H]2O)ccc1O | 5 | -7 | -2 | -10 | / | -11 | i | 6 | 0
Cc1ccnc(NS(=O)(=O)c2ccccc2)c1 | 0 | -5 | 2 | 10 | 2.2 | -5 | i | 0 | -3
Cc1ccc2c(c1)C(=O)N1[C@H]3c4cc(Br)ccc4OC[C@@H]3[C@H](c3ccccc3)[C@]1(C)C(=O)N2 | -1 | -2 | -23 | -8 | 0.3 | 33 | i | -1 | 1
COc1ccccc1/C=N/Nc1cc(C)nc(N2CCOCC2)n1 | 3 | -3 | 3 | 5 | 1.1 | -2 | i | 8 | 5
O=C(NCc1ccc(C(F)(F)F)cc1)c1ccc2c(c1)S(=O)(=O)c1ccccc1C2=O | 2 | -4 | 3 | 0 | 0.8 | 2 | i | 2 | 12
CN(C)Cc1ccc(O)c(CCc2ccccc2)n1 | -1 | 1 | -5 | -1 | 0.9 | -9 | i | 19 | 11
CO/N=C/C(=N\Nc1cc(OC)cc(OC)c1)C(=O)c1ccccc1 | 1 | -5 | -4 | 2 | 2.5 | 20 | i | 7 | 12
Cc1c(Cl)c(C(=O)N2CCCC2)nn1C | 4 | 1 | -5 | 8 | 1.8 | -13 | i | 7 | -7
COc1ccc([C@H]2C[C@H](O)[C@@H](n3cc(COC(=O)c4ccccc4)nn3)CN2Cc2cccs2)cc1 | -3 | 2 | 5 | 4 | 1.0 | -2 | i | 3 | 3
CN(CCC#N)C(=S)NC(=O)c1ccc(S(=O)(=O)N2CCOCC2)cc1 | 4 | -5 | -1 | -3 | 0.1 | -5 | i | -20 | 7
Cc1cccc(C(=O)NC(C)c2ccc(-n3ccnc3)cc2)c1C (centres undefined) | -1 | -3 | -4 | 4 | 0.9 | -7 | i | 1 | 5
CCN(C(=O)CN1CCC(C(=O)OC)CC1)c1c(N)n(Cc2ccccc2)c(=O)[nH]c1=O | 2 | -4 | -2 | -10 | -1.0 | -10 | i | 11 | -7
CCCc1cc(C(=O)N2CCCC(N3CCN(c4ccccc4C)CC3)C2)n(C)n1 (centres undefined) | 4 | -2 | 0 | -4 | 0.2 | -6 | i | 4 | 5
CCn1c2ccccc2c2cc(/C=N/NC(=O)c3ccc(O)cc3)ccc21 | -1 | -3 | 8 | -5 | 2.8 | 9 | / | 8 | -14
CC1(c2nnc(-c3cccc(Cl)c3)o2)CC(c2ccccc2)=NO1 (centres undefined) | 0 | -5 | 2 | -73 | 1.7 | 19 | i | 16 | 10
O=C1C(=O)c2ccccc2C(O)=C1c1cccc([N+](=O)[O-])c1 | -3 | -2 | 15 | 7 | 1.8 | -5 | i | 27 | 9
COc1cc(C=O)ccc1OCCOCCOc1cc(C)ccc1Cl | 3 | -2 | 1 | -7 | 0.2 | 10 | i | -10 | 19
O=C1c2ccccc2C(c2nnnn2Cc2ccccc2)N1Cc1cccnc1 (centres undefined) | / | -4 | 5 | 2 | 1.7 | -9 | i | 2 | -6
Cc1ccc([N+](=O)[O-])cc1NC(=O)CN(C1CCCCC1)S(=O)(=O)c1ccc(Cl)cc1 | -1 | -4 | -9 | -2 | -0.1 | 54* | i | 3 | 2
Nc1ccc(C(=O)N/N=C/c2cn(Cc3ccccc3)c3ccccc23)cc1 | 1 | -1 | 1 | 5 | 1.8 | 6 | + | -4 | 3
CC(C)c1ccc(OCCCCN2CCCCC2)cc1 | 3 | -9 | -1 | -4 | 1.3 | -4 | i | 2 | 8
CCCCn1c(N)c(N(CCOC)C(=O)c2oc3ccc(Br)cc3c2C)c(=O)[nH]c1=O | -4 | -9 | -3 | -1 | -0.9 | 3 | i | 9 | -7
COc1ccc(C(=O)Nc2ccc3[nH]ncc3c2)cc1OC | -1 | -11 | 0 | 5 | -0.7 | -6 | i | 3 | -8
COc1ccc(NC(=O)CCCOc2ccc(C(C)=O)cc2)cc1S(=O)(=O)N1CCCCC1 | 6 | 0 | -6 | 1 | -0.1 | 3 | i | 9 | -4
COc1cc(C2C3=C(CCCC3=O)OC3=C2C(=O)CCC3)ccc1OCC(=O)Nc1ccccc1 | 4 | -8 | -4 | -11 | 0.5 | 3 | i | 23 | -9
CC1CN(C(C)C)C(=S)NC1=O (centres undefined) | 3 | -3 | 0 | -4 | -0.2 | -10 | i | -3 | 8
Fc1cccc(COc2ccccc2CNc2ccccc2)c1 | 2 | -5 | -2 | -8 | -0.8 | 24 | i | -3 | 2
O=C(CCNC(=O)c1ccc([N+](=O)[O-])cc1)NCC1COc2ccccc2O1 (centres undefined) | 4 | -3 | 3 | -6 | -0.2 | 42 | i | -9 | -12
Cc1cccc(OCc2nnc(SCc3nc4ccccc4c(=O)[nH]3)o2)c1 | 1 | -4 | -2 | -7 | -0.1 | -8 | i | 13 | -10
Cc1ccc(-n2nc(C)c(Sc3ccccc3[N+](=O)[O-])c2N)cc1 | -4 | -1 | 1 | 6 | 0.1 | 22 | i | 5 | 8
COc1ccc(C(=O)CSc2nccn2C)c(OC)c1 | 1 | -4 | 0 | -11 | 0.5 | -4 | i | -2 | -8
Cc1ccccc1OCC(=O)OCC(=O)c1ccc(OC(=O)c2ccccc2)cc1 | -5 | 0 | 1 | 5 | 1.2 | 22 | i | -4 | 16
Cc1ccc(-n2c(C)cc(/C=C3\NC(=O)NC3=O)c2C)c(C)c1 | -3 | -5 | 3 | -12 | 3.2 | 6 | i | 12 | -1
COC(=O)C1=C(C)N(C2CCCCC2)C(=O)C1 | -4 | -3 | -2 | 3 | 0.0 | -4 | i | -2 | 1
CS(=O)(=O)N1CCC(C(=O)Nc2ccc(Oc3ccccc3)cc2)CC1 | 4 | -12 | 10 | -5 | 1.4 | -6 | i | -4 | 6
Cc1cc(NC(=O)c2ccc3c(c2)C(=O)N(C(C)(C)C)C3=O)no1 | 0 | -1 | -2 | 7 | 0.8 | -6 | i | 0 | 1
CC(=O)Nc1ccc(NC(=O)C(C)OC(=O)/C(C#N)=C/c2ccc(N(C)C)cc2)cc1 (centres undefined) | -4 | -2 | -49 | -112 | 0.7 | -29 | i | 57 | 137
COc1cc(C2C(C#N)=C(N)Oc3cc(C)oc(=O)c32)cc(OC)c1OC (centres undefined) | -1 | 0 | -1 | -4 | 1.7 | -6 | i | 13 | 11
CC(=O)c1ccc(S(=O)(=O)NCc2cccnc2)cc1 | -1 | 6 | 3 | 4 | -0.2 | -5 | i | 4 | 9
